# GALK inh – blocks human galactokinase activity | Purified GALK, Kinase-Glo residual ATP luminescence | Potency, µM (titrated, usually from 57.5 µM), for inactives: top-dose activity change, negative = inhibition, usual class: inhibitors | actives 0.007% (n = 270,000); note: potency is the fitted concentration of half-maximal effect; % is set by controls: 0 for no effect and ±100 for the full control effect
#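 Galactose (100 uM) and ATP (35 uM) were turned over by 5 nM GALK for 1 h at RT. Kinase-Glo Plus then converted the remaining ATP into a luminescent signal.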
# ASM inhibitor – blocks human secretory acid sphingomyelinase. placental ASM, HMU-PC fluorogenic substrate, 60 min. actives 0.006% (n = 340,000). P17405. Potency, µM (top dose mostly 57.5 µM), inactives show at the highest dose activity change, negative = inhibition, most hits filed as inhibitors; note: potency is the fitted concentration of half-maximal effect
#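 HMU-PC0 cleavage (9 uM final) by human placental ASM, 60 min at 37 °C following 10 min compound exposure at RT; stopped at pH 10, fluorescence Ex 386/Em 447 nm.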
# FBPA coupling cs – coupling enzyme interference in Giardia aldolase counter-screen; activity change, negative = inhibition, % at 58.2 µM, hits read low; coupling enzyme system counterscreen, AmpLite Red fluorescence; actives 0.67% (n = 290,000); in the data active = activity change below about -30%; note: % is set by controls: 0 for no effect and ±100 for the full control effect
#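 Final compound at 57.5 uM, incubated 10 min at RT with coupling enzyme reagent (glyceraldehyde-3-phosphate), then 20 min with substrate and AmpLite Red detection. Fluorescence read at 525/598 nm; tests interference with the coupling assay, not aldolase inhibition.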
# CXXC DNA block – blocks binding of human MLL CXXC domain to DNA; MLL-CXXC / FITC-HOXA9 DNA fluorescence polarization; AID 2662; actives 0.037% (n = 290,000); Potency, µM (titrated, usually from 115 µM), for the others: at the highest dose activity change, negative = inhibition, usual class: inhibitors; Q03164; active = well fitted inhibition curve with a large enough effect in the polarisation, with a control signal flat, not every such curve was filed as active; inconclusive = small, poorly fitted or top-dose-only effect, or effect the other way, or a change in a side signal; inactive = no such curve, though single readings can be large or run the other way; the % refers to the polarisation; note: potency is the fitted concentration of half-maximal effect
#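 Fluorescence polarization: 7 uM MLL-CXXC (stock) preincubated 5 min with compounds, then 50 nM fluorescein-HOX-A9 DNA (stock) added; 30 min ambient. Buffer 50 mM Tris-HCl pH 7.5, 50 mM NaCl, 1 mM DTT, 0.05% BSA.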
# KCNH2 WT inh – inhibitors of human wildtype KCNH2 potassium channel; Q12809; U2OS, BacMam KCNH2, thallium flux FluxOr; active compounds read low; activity change, % at 1.84 µM; actives 0.37% (n = 340,000);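 active = maximum activity change below -70%; inconclusive = maximum activity change between -70% and -50%; inactive = maximum activity change above -50%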; note: % is set by controls: 0 for no effect and ±100 for the full control effect
# Target sequence (Q12809 whole entry, looked up): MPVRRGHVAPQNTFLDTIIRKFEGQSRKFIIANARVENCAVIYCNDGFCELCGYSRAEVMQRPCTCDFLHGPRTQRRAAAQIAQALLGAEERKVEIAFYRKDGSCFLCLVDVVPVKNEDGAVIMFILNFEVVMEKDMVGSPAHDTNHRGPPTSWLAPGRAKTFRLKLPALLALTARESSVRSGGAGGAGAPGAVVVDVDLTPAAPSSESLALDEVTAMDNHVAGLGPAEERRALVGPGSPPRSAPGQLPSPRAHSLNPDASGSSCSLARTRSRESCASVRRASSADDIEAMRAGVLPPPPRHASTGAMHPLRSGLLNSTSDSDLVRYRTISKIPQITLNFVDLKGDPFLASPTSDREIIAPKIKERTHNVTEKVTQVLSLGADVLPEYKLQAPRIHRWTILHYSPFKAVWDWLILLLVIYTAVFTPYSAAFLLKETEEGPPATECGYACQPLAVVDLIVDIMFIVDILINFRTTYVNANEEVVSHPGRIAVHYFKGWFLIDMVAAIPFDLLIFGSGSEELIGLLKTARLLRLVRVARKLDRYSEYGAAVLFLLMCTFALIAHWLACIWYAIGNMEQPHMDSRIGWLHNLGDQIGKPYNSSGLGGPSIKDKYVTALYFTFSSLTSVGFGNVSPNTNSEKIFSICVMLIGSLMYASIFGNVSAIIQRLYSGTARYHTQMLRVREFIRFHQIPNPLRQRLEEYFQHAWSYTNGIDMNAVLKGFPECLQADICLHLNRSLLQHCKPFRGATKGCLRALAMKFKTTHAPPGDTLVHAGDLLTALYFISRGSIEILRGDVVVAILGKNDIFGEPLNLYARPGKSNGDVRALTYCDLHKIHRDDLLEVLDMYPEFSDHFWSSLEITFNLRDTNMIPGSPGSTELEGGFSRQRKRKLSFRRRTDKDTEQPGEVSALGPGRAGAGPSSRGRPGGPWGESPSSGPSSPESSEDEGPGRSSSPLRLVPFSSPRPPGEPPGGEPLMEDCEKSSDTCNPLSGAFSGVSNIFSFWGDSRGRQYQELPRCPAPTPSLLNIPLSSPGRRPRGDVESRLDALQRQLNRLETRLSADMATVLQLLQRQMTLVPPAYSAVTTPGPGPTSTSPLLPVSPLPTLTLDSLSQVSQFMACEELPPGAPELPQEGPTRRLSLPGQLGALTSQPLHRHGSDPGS
#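 U2OS cells transduced with wild-type KCNH2 virus are loaded with FluxOr dye for 45 min, and thallium flux is measured in kinetic reads before and after stimulation buffer. Rate constants are normalized to DMSO controls.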
# MBNL1 CUG block – inhibitors of human MBNL1 binding to CUG repeat RNA | AID 2675 | Q9NR56 | Potency, µM (series often up to 57.5 µM), for inactives: at the top dose activity change, negative = inhibition, hits mostly inhibitors | TR-FRET MBNL1-His/biotin-(CUG)12 binding, 665/545 ratio | actives 0.036% (n = 280,000); active = well fitted inhibition curve with a large enough effect in the signal ratio, with a control signal flat, not every such curve was filed as active; inconclusive = small, poorly fitted or top-dose-only effect, or effect the other way, or a change in a side signal; inactive = no such curve, though single readings can be large or run the other way; the % refers to the signal ratio; note: potency is the fitted concentration of half-maximal effect; % is set by controls: 0 for no effect and ±100 for the full control effect
#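 Ratiometric TR-FRET (665 over 545 nm, excitation 340 nm) tracks disruption of MBNL1-His/biotin-(CUG)12 complex after 60 min at room temperature, with compounds at 92 nM to 58 uM final.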
# KCNH2 3.1 block – KCNH2 3.1 (human) potassium channel inhibition | activity change, % (tested at about 1.8 µM) | actives 0.95% (n = 340,000) | U2OS KCNH2 3.1, thallium flux FluxOr; active compounds read low;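 active = maximum activity change below -70%; inconclusive = maximum activity change from -70% to -50%; inactive = maximum activity change above -50%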;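 note: thallium influx rate constant from kinetic fluorescence after stimulation buffer; % is set by controls: 0 for no effect and ±100 for the full control effect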
#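 Virally transduced U2OS (3.1 isoform, 4 h infection in dark at RT) → overnight 37 C → FluxOr + Red40 in HBSS/HEPES, 45 min → stimulation buffer, 2 min kinetic read → rate constant vs DMSO controls.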
# A-T KAP1 phos – potential ataxia-telangiectasia treatments restoring KAP-1 phosphorylation | actives 0.19% (n = 320,000) | […] A-T fibroblasts, KAP-1 phosphorylation AlphaLISA; neocarzinostatin DNA damage 30 min before lysis | Potency, µM (titrated, usually from 57.5 µM), without a hit: top-dose activation, most hits filed as activators; note: potency is the fitted concentration of half-maximal effect; % of control where 0% means no effect; nearly all actives have a fitted effect of over 45% in size
#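 ATM-like activity read as KAP-1 phosphorylation via AlphaLISA donor/acceptor antibody pairs after lysis and 6 hr at 25C. Cells were ATM-null patient fibroblasts ([…], hTERT), dosed 60 min, then exposed to the DSB inducer NCS for 30 min.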
# TRPV1 ag – activates the human vanilloid receptor TRPV1; Q8NER1; actives 0.19% (n = 320,000); TRPV1-expressing cells, Fluo-8 calcium influx, agonist mode; activation, % at 8.33 µM; AID 540275; in the data active = activation above about 80%; inconclusive = between about 30% and that limit; note: 0% is about no effect
#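 Fluo-8 calcium influx in TRPV1-expressing cells, kinetic read (ex 480/em 520 nm). Compound added and read 3 min for agonist activity, followed by capsaicin at EC20 final and 2 min further read for enhancement.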
# a7 integrin act – integrin-mediated muscular dystrophy alleviation activation | alpha7betagal myoblasts, beta-gal FDG fluorescence, 48 h | Potency, µM (top dose mostly 38.3 µM), for inactives: at the highest dose activation, usual class: activators | actives 0.064% (n = 350,000) | AID 624291;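 note: potency is the fitted concentration of half-maximal effect; 100% = response of the positive control SU9516; nearly all actives have a fitted effect of over 60% in size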
#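 alpha7betagal+/- myoblasts (passage 13, 250/well) treated 48 h at 37C with compounds at 1:260 dilution of DMSO stock. Lysed, then beta-galactosidase activity read as FDG fluorescence (ex 480/em 540) after 30 min, with pre-read for autofluorescence.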
# * hit, by the source's call; ? = inconclusive; · = no result given; [ ] = another dose, or the depositor's remark. Unless noted, calls come from the whole dose curve; as a rule, active = well fitted curve in the direction sought with a large enough effect; inconclusive = small, poorly fitted or top-dose-only effect, or another doubt; inactive = no such curve, though single readings can be large; an effect the other way counts as inactive or inconclusive.
SMILES,GALK inh,ASM inhibitor,FBPA coupling cs,CXXC DNA block,KCNH2 WT inh,MBNL1 CUG block,KCNH2 3.1 block,A-T KAP1 phos,TRPV1 ag,a7 integrin act
Cc1nc2ccc(Br)cc2c2c1CC(CBr)O2 (configuration not stated),5%,-1%,2,0%,14,8%,-23,-3%,10,-7%
COC(=O)[C@H](CC(C)C)NC(=O)Cn1cnc2c(OCc3ccccc3)ncnc21,·,-1%,·,·,-7,·,1,3%,·,4%
Cc1ccc2nc(-c3cccs3)oc(=O)c2c1,0%,18%,1,-4%,18,·,-17,0%,-1,9%
O=S(=O)(NCCCO)c1ccc2c(c1)Cc1cc(S(=O)(=O)NCCCO)ccc1-2,-1%,0%,5,2%,-3,-4%,4,-1%,0,11%
O=C(CCCN1C(=O)/C(=C/c2ccccc2Cl)SC1=S)N1CCOCC1,-3%,-19%,·,-3%,7,-7%,4,9%,?,-47%[inhibitor]
Nc1n[nH]c2c1C1(CCCCC1)Cc1ccccc1-2,2%,-5%,-4,5%,-5,-8%,-5,?,0,12%
N#Cc1cccc(NC(=O)CC2CCCC2)c1,-4%,-1%,-7,58%[activator],-3,-16%,21,28%,-2,17%
COc1cccc(CNC(=O)CNC(=O)c2cccs2)c1,-1%,2%,1,-1%,4,13%,0,0%,-3,10%
O=C(Cc1ccc([N+](=O)[O-])cc1)N1N=C2CCCCC2C1(O)C(F)(F)F (configuration not stated),2%,0%,-3,4%,5,·,10,?,·,14%
O=C1c2ccc(-c3ccc4c(c3)C(=O)N(CCCO)C4=O)cc2C(=O)N1CCCO,-2%,5%,1,1%,18,?,-1,-3%,12,3%
CC(C)OC(=O)Cn1nc(C(c2ccccc2)c2ccccc2)oc1=O,-9%,10%,3,7%,10,-2%,-11,13%,?,-4%
O=C1C=C(NCC2CCCO2)C2(CCCCC2)O1 (configuration not stated),-1%,-1%,3,-22%,-13,0%,-79*,-1%,-1,24%
Cc1cccc(OCC(=O)NNC(=O)Cn2c(=O)cnc3ccccc32)c1,·,3%,·,·,9,·,-4,0%,1,-12%
O=C(Nc1ccc2c(c1)OCCO2)NC1CCCCC1,1%,1%,1,2%,2,-6%,12,8%,19,4%
OCCNCc1cccc(Br)c1,4%,3%,6,-14%,-3,-4%,3,0%,4,19%
CCN(CC)S(=O)(=O)c1ccc(NC(=O)C2COc3ccccc3O2)cc1 (configuration not stated),-1%,-3%,-3,3%,0,-6%,-6,-6%,-4,-9%
CC(C)CCN1CCN(Cc2ccsc2)CC1CCO (configuration not stated),1%,4%,1,9%,-12,6%,5,5%,4,-14%
Cn1c(C(=O)O)ccc1S(=O)(=O)N(Cc1ccccc1)Cc1ccccc1,1%,3%,12,-2%,-2,1%,-12,1%,-8,-18%
COc1ccc(N2CCN(C(=O)COC(=O)c3oc4ccccc4c3C)CC2)cc1,·,-7%,·,·,4,·,-18,-8%,22,3%
O=C(Nc1ccccc1C(=O)N1CCOCC1)c1cc2ccccc2o1,-1%,2%,1,-12%,9,-4%,-2,13%,3,1%
O=c1nc(-c2ccccc2)c2cc(SC(F)F)ccc2[nH]1,-5%,162%[activator],2,1%,-1,?,13,3%,-3,6%
COc1cc([C@H]2c3[nH]c4ccccc4c3C[C@H]3C(=O)N4[C@@H](c5cc(OC)c(OC)c(OC)c5)c5[nH]c6ccccc6c5C[C@H]4C(=O)N23)cc(OC)c1OC,·,26%,0,6%,-2,2%,-13,-5%,0,-1%
CCN(C(=S)Nc1cccc(C)c1)c1ccccc1,-1%,-1%,-1,17%,0,-22%,13,10%,3,-4%
Cc1cc(C)c(C#N)c(SCC(=O)c2cc(C)n(CCc3ccccc3)c2C)n1,0%,5%,-4,?,-4,106%[activator],5,11%,-7,0%
CCCn1ncc2c(Nc3ccc(C)c(C)c3)ncnc21,-3%,-13%,-5,-2%,-10,-3%,3,15%,?,2%

# Following part.
SMILES,GALK inh,ASM inhibitor,FBPA coupling cs,CXXC DNA block,KCNH2 WT inh,MBNL1 CUG block,KCNH2 3.1 block,A-T KAP1 phos,TRPV1 ag,a7 integrin act
Cc1ccc(C)c(C(=O)CN2C3=NCCCN3c3ccccc32)c1,1%,-3%,·,2%,43,-10%,?,0%,0,-42%
COc1ccc(NC(=O)CSc2ccc(NC(C)=O)cc2)cc1S(=O)(=O)N1CCOCC1,·,10%,·,·,-1,·,?,2%,·,8%
CS/C(=N\S(=O)(=O)c1ccc(Cl)cc1)c1ccccc1,1%,-2%,-1,-2%,-4,-15%,17,6%,-1,16%
O=C(/C=C/c1ccc([N+](=O)[O-])s1)N1CCCC1,0%,0%,2,23%,13,·,-9,-9%,6,-67%[inhibitor]
COc1ccc(OC)c(C2C(C(=O)O)c3ccccc3C(=O)N2C)c1 (configuration not stated),0%,0%,1,-5%,-6,5%,-9,3%,-2,2%
COc1cc(C(=O)NNC(=S)NC(=O)c2ccc3c(c2)OCO3)cc(OC)c1OC,·,0%,11,-9%,-6,-7%,?,-5%,-2,-6%
CCCN1C(=O)CSC1=Nc1ccccc1,6%,3%,1,-9%,·,2%,13,-5%,5,22%
CC(=O)c1cccc(NC(=O)CCc2nnc3ccc(NCc4ccco4)nn23)c1,8%,1%,-1,5%,-23,-1%,2,0%,-2,-16%
Cc1ccc(CNS(=O)(=O)c2ccc3c(c2)C(C)(C)C(=O)N3C)cc1,·,2%,1,·,2,-2%,24,-3%,4,-15%
O=C(Nc1ccc(Br)cc1)c1ccc(N2C(=O)C3CC=CCC3C2=O)cc1 (configuration not stated),0%,1%,3,2%,0,1%,-17,13%,4,20%
Cc1ccc(OCC(=O)Nc2cccc(-c3nnc(-c4ccccc4)o3)c2)cc1,-3%,-6%,-2,-1%,-3,3%,-48,3%,3,-45%[inhibitor]
O=C(CCl)N=c1sccn1Cc1cccc2ccccc12,5%,-1%,0,3%,2,-6%,10,11%,9,-22%
CN1CCN(C(c2ccc(C(F)(F)F)cc2)c2cc(Cl)c3cccnc3c2O)CC1 (configuration not stated),0%,·,-5,19%,·,8%,·,-4%,2,·
O=C(NCc1ccco1)c1ccc([N+](=O)[O-])cc1Cl,·,-1%,-3,-3%,-2,?,-17,1%,1,12%
O=C(NCc1ccccc1)C1=C[C@H](c2ccc3c(c2)OCO3)C[C@H](OCc2ccc(CO)cc2)O1,·,-5%,·,·,10,·,8,·,·,25%
Cc1ccc(S(=O)(=O)NC(Cc2ccccc2)C(=O)O)cc1 (configuration not stated),15%,36%[activator],3,1%,7,0%,-14,-3%,-4,?
COC(=O)CCC(C)N1CCC(Oc2ccc(C(=O)NCc3ccccn3)cc2)CC1 (configuration not stated),·,4%,-3,-2%,26,3%,17,-6%,1,-22%
Cc1cc(N/N=C/c2ccccc2O)nc(N2CCOCC2)n1,4%,285%[activator],-2,2%,3,·,-7,6%,?,2%
CC(NC(=O)CCSc1nc(-c2ccco2)cc(C(F)(F)F)n1)c1ccccc1 (configuration not stated),0%,-3%,·,-3%,0,8%,-5,2%,?,-35%
CCN(CC)CCCN1C(=O)c2oc3ccccc3c(=O)c2C1c1cccs1 (configuration not stated),3%,·,-9,?,·,6%,·,1%,2,·
CC(C)NC(=O)Cn1cc(C(=O)C2CC2)c2ccccc21,-2%,8%,2,-3%,·,-2%,-7,4%,2,-20%
CCOc1ccc(-n2nc3c(SCCN4CCCC4)nnc(C)c3c2C)cc1,0%,-1%,2,0%,10,20%,-7,0%,-6,3%
CCOC(=O)C(=NC(C)C)NNc1cc(Cl)ccc1Cl,3%,-7%,0,6%,-11,16%,10,?,1,24%
CC1CC(C)CN(c2ccc(S(=O)(=O)N3CCOCC3)cc2)C1 (configuration not stated),6%,-1%,·,19%,18,0%,4,5%,20,10%
CCCCC(CC)CNC(=O)C1CC=CCC1C(=O)O (configuration not stated),-3%,5%,0,4%,3,·,3,5%,0,13%
O=C(Nc1ccccn1)c1cccs1,3%,1%,-3,-6%,3,-7%,0,·,-1,-54%[inhibitor]
O=C(COc1ccc(Cl)cc1Cl)N1CCN(C(=O)c2ccco2)CC1,8%,2%,4,1%,-2,-2%,13,1%,1,1%
CN(CC(=O)Nc1ccc(F)c(F)c1F)C(=O)c1ccc(=O)[nH]c1,-1%,3%,·,15%,-3,-2%,1,-2%,16,-19%
CN(CC(=O)Nc1cccc(Cl)c1)S(=O)(=O)c1ccc2[nH]c(=O)oc2c1,5%,-6%,5,-3%,2,-12%,6,-3%,2,15%
Cc1ccc(N2CCN(/N=C/C3=C(N4CCOCC4)C(=C\c4ccccc4)/CC3)CC2)cc1,4%,-6%,0,4%,3,-9%,40,-8%,1,12%

# Assay outcomes: PubChem, National Center for Advancing Translational Sciences (NCATS)

# Rows were taken by chance; overall some 2% were active at least once.
